# Screening results as filed in PubChem.
# CSN deneddyl inh: inhibitors of human CSN-mediated cullin deneddylation. 360,000 compounds, 0.38% hits. AID 651999. inhibition, % at 12.5 µM. Q92905. Purified CSN, SCF-Nedd8-OG deneddylation, fluorescence polarization;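 active = pattern-corrected inhibition above about 35%, with an unprinted fluorescence ratio check between 0.5 and 1.5, limit read from the data, passing the limit was not always enough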;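 also: 0% = enzyme with substrate and 100% = substrate without enzyme; some results filed as inactive read as strong as hits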
#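 Test system: purified human Csn5 enzyme expressed in HEK293T cells. Amount: 0.24 nM enzyme. Reagent: SCFSkp2-Nedd8OG substrate at 10 nM final. Schedule: 90 min incubation of compound, enzyme and substrate at room temperature. Detection: fluorescence polarization. Read-out: % inhibition of substrate cleavage by Csn5.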
# Rpn11 block: inhibitors of human proteasome Rpn11 | O00487 | human 26S proteasome, Ub4-pepOG fluorescence polarization; 20S core pre-blocked with epoxomicin | calls only at 20 µM | 360,000 compounds, 0.59% hits | AID 588493;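 active = inhibition at 20 µM, scaled to each plate's controls, above about 33%, limit read from the data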
# Target sequence (O00487 whole entry, looked up): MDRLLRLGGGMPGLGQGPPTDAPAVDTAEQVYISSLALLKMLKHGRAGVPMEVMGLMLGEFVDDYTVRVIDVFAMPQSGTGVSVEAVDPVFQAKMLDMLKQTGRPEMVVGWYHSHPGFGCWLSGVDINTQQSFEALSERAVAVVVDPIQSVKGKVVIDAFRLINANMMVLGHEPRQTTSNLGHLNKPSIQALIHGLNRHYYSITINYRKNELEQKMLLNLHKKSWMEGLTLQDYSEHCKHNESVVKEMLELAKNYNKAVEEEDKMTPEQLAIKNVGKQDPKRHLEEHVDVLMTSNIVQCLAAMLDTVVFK
# PABP1 MLLE inh: blocks PAM2 peptide binding to the PABP1 MLLE domain; GST-MLLE / FITC-PAM2 fluorescence polarization; inhibition, % at 20 µM; 360,000 compounds, 0.36% hits; AID 588489; in the data active = inhibition above about 35%, passing the limit was not always enough;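 also: plate controls were DMSO wells with GST-MLLE for no effect and wells lacking GST-MLLE protein for full effect; some results filed as inactive read as strong as hits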
# E coli Lon inh: inhibitors of E. coli Lon protease; P0A9M0; 360,000 compounds, 0.42% hits; inhibition, % at 7.94 µM; purified E. coli Lon protease, fluorescence polarization; in the data active = inhibition above about 13%, passing the limit was not always enough;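 also: 0% = enzyme with probe and DMSO and 100% = no enzyme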
# Target sequence (P0A9M0 whole entry, looked up): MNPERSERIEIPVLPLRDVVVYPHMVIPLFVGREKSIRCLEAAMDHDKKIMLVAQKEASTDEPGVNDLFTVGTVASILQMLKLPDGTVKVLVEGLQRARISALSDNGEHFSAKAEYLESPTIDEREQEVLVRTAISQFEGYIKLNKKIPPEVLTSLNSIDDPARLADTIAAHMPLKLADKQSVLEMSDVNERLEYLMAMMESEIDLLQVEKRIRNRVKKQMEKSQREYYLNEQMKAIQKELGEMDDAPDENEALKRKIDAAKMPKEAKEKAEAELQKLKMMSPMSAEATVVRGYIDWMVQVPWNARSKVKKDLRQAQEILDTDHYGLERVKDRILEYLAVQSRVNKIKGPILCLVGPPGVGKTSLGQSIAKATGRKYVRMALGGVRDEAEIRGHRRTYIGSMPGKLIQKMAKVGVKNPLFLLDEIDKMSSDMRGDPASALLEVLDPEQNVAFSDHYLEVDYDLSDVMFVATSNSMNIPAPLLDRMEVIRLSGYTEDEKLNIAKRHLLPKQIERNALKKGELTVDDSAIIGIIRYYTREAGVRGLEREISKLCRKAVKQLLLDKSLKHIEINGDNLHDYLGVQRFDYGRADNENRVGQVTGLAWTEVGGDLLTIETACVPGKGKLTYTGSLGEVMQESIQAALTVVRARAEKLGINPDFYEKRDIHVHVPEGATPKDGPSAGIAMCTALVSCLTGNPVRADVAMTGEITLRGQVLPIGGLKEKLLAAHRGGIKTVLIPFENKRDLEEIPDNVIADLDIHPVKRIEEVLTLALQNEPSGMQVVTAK
# MsrA inhibitor: inhibits bovine methionine sulfoxide reductase A; purified bovine MsrA, absorbance read-out; inhibition, % at 15.5 µM; 360,000 compounds, 0.75% hits; in the data active = inhibition above about 4.5%;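 also: 0% = vehicle wells with enzyme and 100% = reference inhibitor wells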
# MsrA act: activators of bovine methionine sulfoxide reductase A | AID 602163 | 360,000 compounds, 0.3% hits | purified bovine MsrA, absorbance read-out | activation, % at 10.6 µM; in the data active = activation above about 7.5%;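 also: 0% = vehicle and 100% = reference activator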
# MT1-MMP act inh: MT1-MMP (human) activation inhibition. GFP/RFP ratio change, % at 20 µM. 360,000 compounds, 0.061% hits. P50281. AID 651647. HT1080 RFP-PRO-GFP cells, GFP/RFP ratio fluorescence, overnight; percent of plate control window, DMSO zero;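 active = GFP/RFP ratio change of at least 30% with cell ATP level not reduced by more than half and red fluorescence within 50% of control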; also: strong numbers were not always called active
#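 system = RFP-PRO-GFP reporter HT1080 cells | dosing = 20 µM single dose, 1% DMSO | timing = overnight cell settling, then overnight compound exposure, 37 °C, 5% CO2 | read-out basis = GFP/RFP fluorescence ratio | controls = DMSO and RFP-L50D-GFP cell wells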
# Rin1-Abl PPI inh: blocks binding of human Rin1 to Abl; P00519+Q13671; TR-FRET Rin1/Abl binding, biochemical; inhibition, % at 7.35 µM; 360,000 compounds, 0.4% hits; in the data active = inhibition above about 5%, passing the limit was not always enough
# FAS TE block: blocks the thioesterase domain of human fatty acid synthase. P49327. 360,000 compounds, 0.67% hits. AID 602261. recombinant FAS-TE, OMFH fluorogenic substrate, fluorescence endpoint. inhibition, % at 15 µM;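 active = compounds whose normalised, plate-corrected inhibition of enzyme fluorescence in the single-dose primary screen is 50% or more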;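 also: 0% = DMSO with enzyme and 100% = substrate without enzyme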
# Starred values were filed as active, the others as inactive; i = inactive; / = no result given; & = joins results of further samples.
# Key to letters: A = CSN deneddyl inh; B = Rpn11 block; C = PABP1 MLLE inh; D = E coli Lon inh; E = MsrA inhibitor; F = MsrA act; G = MT1-MMP act inh; H = Rin1-Abl PPI inh; I = FAS TE block
COc1cccc(-c2nc(SCC(=O)Nc3nc(-c4ccccc4)c(C)s3)[nH]c(=O)c2C#N)c1
  A: 5; B: i; C: -9; D: 9; E: 0.3; F: -2; G: 3; H: 0; I: 32
CN1CCC[C@H]1c1cccnc1
  A: -6&-6; B: i; C: -7&3; D: 35&1; E: -0.6&-1.7; F: 1&-2; G: 1&3; H: 0&1; I: -2&-2
CCN(CC)Cc1c(O)ccc2c(=O)c(-c3ccc4c(c3)OCCO4)coc12
  A: 2; B: i; C: 5; D: 8; E: 0.5; F: -1; G: -5; H: -1; I: -7
O=C(NCCCN1CCOCC1)c1ccc2c(c1)N(Cc1ccc(Cl)cc1)C(=O)c1ccccc1S2=O (centres undefined)
  A: 3; B: i; C: 1; D: -2; E: -0.8; F: 2; G: 0; H: 3; I: 1
CN(C)CCNC(=O)/C=C/c1cn(-c2ccccc2)nc1-c1cc2ccccc2oc1=O
  A: 5; B: i; C: -9; D: -12; E: 1.3; F: -4; G: 1; H: -4; I: -5
CCOc1ccc(Nc2nc(Cl)nc(NCCO)n2)cc1
  A: 5; B: i; C: -1; D: -12; E: -1.6; F: -3; G: 2; H: -3; I: -10
COc1cc2c(cc1CNC[C@H]1O[C@@H](n3cc(C)c(=O)[nH]c3=O)C[C@@H]1O)OCO2
  A: 0; B: i; C: -5; D: -8; E: -1.3; F: -4; G: 3; H: -1; I: -9
Cn1c(=O)c2[nH]c(C3CCC3)nc2n(C)c1=O
  A: 3; B: i; C: -1; D: -13; E: 0.3; F: -10; G: -3; H: 0; I: -2
Cc1[nH]nc2c1C(C(C)C)C(C#N)=C(N)O2 (centres undefined)
  A: -3; B: i; C: -2; D: -13; E: 1.0; F: 1; G: 2; H: 0; I: -4
Cc1ccccc1-c1n[nH]c(=S)n1/N=C/c1c(C)nn(-c2ccccc2)c1C
  A: -13; B: i; C: -38; D: -4; E: 0.8; F: -1; G: 2; H: -3; I: -3
CCOc1ccc2nc(NC(=O)CN3CCN(CC)CC3)sc2c1
  A: -5; B: i; C: 5; D: -5; E: 0.4; F: -4; G: 0; H: -3; I: -6
CC1(C(=O)NS(=O)(=O)c2cccs2)CCN1C(=O)C1CC1 (centres undefined)
  A: 1; B: i; C: 24; D: 3; E: 0.8; F: -5; G: -4; H: -2; I: -8
Cc1ccc(NC(=O)c2cc(S(=O)(=O)N3CCCC3)cn2C)cc1
  A: -5; B: i; C: -5; D: 3; E: -0.2; F: -1; G: 2; H: 4; I: 0
O=[N+]([O-])c1cc(Cl)ccc1N1CCCC1
  A: -1; B: i; C: -4; D: -12; E: 0.3; F: -2; G: -5; H: -2; I: 8
CCOC(=O)C1=C(C)N(Cc2ccc(C(=O)O)cc2)C(=O)NC1c1ccc([N+](=O)[O-])cc1 (centres undefined)
  A: 0; B: i; C: 2; D: -1; E: -0.8; F: -3; G: 4; H: -1; I: -5
O=C(CN1CCC(O)(c2ccc(F)cc2)CC1)NCc1ccc(F)cc1
  A: -2; B: i; C: -2; D: -4; E: 0.9; F: 1; G: 16; H: -1; I: 0
CCC(=O)NC(=S)Nc1ccc(NC(=O)c2cc3ccccc3o2)c(OC)c1
  A: -7; B: i; C: 14; D: -3; E: -0.1; F: -11; G: 5; H: 6; I: 5
COc1cc(C(=O)NNC(=O)CNC(=O)c2ccc(Br)o2)cc(OC)c1OC
  A: -3; B: i; C: -4; D: 4; E: -0.4; F: -10; G: -2; H: 7; I: -5
COc1cccc(CNC(=O)CCC2CCCN(C(=O)c3ccc(OC)o3)C2)c1 (centres undefined)
  A: -1; B: i; C: 9; D: 4; E: -2.0; F: -1; G: 3; H: -2; I: -7
CCCC(C)C(=O)Nc1ccc(F)c(Cl)c1 (centres undefined)
  A: -5; B: i; C: -1; D: 1; E: 0.5; F: -4; G: 6; H: 6; I: 8
O=C(NCc1ccccn1)c1cc(-c2ccc(Br)cc2)nc2ccccc12
  A: -12; B: i; C: -4; D: -4; E: 0.1; F: -4; G: -2; H: -11; I: 9
Nc1nc2n(n1)C(c1ccco1)CC(c1ccc(Cl)cc1)N2 (centres undefined)
  A: 10; B: i; C: 8; D: 0; E: 0.7; F: 0; G: 3; H: 0; I: 3
CC(C)NC(=O)c1cc2c(C(F)(F)F)nn(C)c2s1
  A: -1; B: i; C: -2; D: -1; E: 0.8; F: -1; G: /; H: -3; I: -8
Oc1ccc(Cl)cc1CNCc1ccc(C(F)(F)F)cc1
  A: -4; B: i; C: 5; D: 6; E: -0.2; F: -7; G: 6; H: 0; I: 1
COc1ccc(NC(=O)COc2nc3ccccc3nc2N2CCOCC2)c(OC)c1
  A: -10; B: i; C: -4; D: -5; E: 1.3; F: -5; G: -4; H: 2; I: 2

# Profiles, quoted from the list.
# COc1cccc(CNC(=O)CCC2CCCN(C(=O)c3ccc(OC)o3)C2)c1 (centres undefined) as listed: CSN deneddyl inh: -1; Rpn11 block: i; PABP1 MLLE inh: 9; E coli Lon inh: 4; MsrA inhibitor: -2.0; MsrA act: -1; MT1-MMP act inh: 3; Rin1-Abl PPI inh: -2; FAS TE block: -7
# COc1cccc(-c2nc(SCC(=O)Nc3nc(-c4ccccc4)c(C)s3)[nH]c(=O)c2C#N)c1 as listed: CSN deneddyl inh: 5; Rpn11 block: i; PABP1 MLLE inh: -9; E coli Lon inh: 9; MsrA inhibitor: 0.3; MsrA act: -2; MT1-MMP act inh: 3; Rin1-Abl PPI inh: 0; FAS TE block: 32

# Next part
# Key to letters: A = CSN deneddyl inh; B = Rpn11 block; C = PABP1 MLLE inh; D = E coli Lon inh; E = MsrA inhibitor; F = MsrA act; G = MT1-MMP act inh; H = Rin1-Abl PPI inh; I = FAS TE block
CCCOc1cccc(C(=O)Nc2cccc3ncccc23)c1
  A: 2; B: i; C: 6; D: 4; E: -1.1; F: -5; G: 4; H: -6; I: -1
COc1ccc(OC)c(NC(=O)CSc2nnc(CNC(=O)c3cc(OC)c(OC)c(OC)c3)o2)c1
  A: 1; B: i; C: -16; D: 2; E: -0.8; F: -2; G: 0; H: 6; I: -7
COc1cccc(NC(=O)CSc2nc(C3CC3)nc3ccccc23)c1
  A: 3; B: i; C: 6; D: 5; E: 0.9; F: -7; G: -4; H: 0; I: -5
CCc1ccccc1N(CC(=O)N1CCN(c2ccccc2)CC1)S(C)(=O)=O
  A: 2; B: i; C: -11; D: 1; E: 0.0; F: -2; G: 6; H: 1; I: -2
Cc1ccc(NC(=O)CN(C)C(=O)c2ccc(C(F)(F)F)cc2)cc1
  A: 2; B: i; C: 3; D: 4; E: 0.0; F: -10; G: 2; H: -1; I: 6
Cc1noc(C)c1C(=O)Nc1cccc(S(=O)(=O)N2CCCCC2)c1
  A: 1; B: i; C: -10; D: -2; E: 0.3; F: -7; G: 1; H: 1; I: -5
COc1ccc(CN2C(=NC(=O)C3CCCO3)SC3CS(=O)(=O)CC32)cc1OC (centres undefined)
  A: -2; B: i; C: 0; D: -3; E: 0.9; F: 0; G: -5; H: -1; I: -4
O=C(OC1CCCC1)c1ccc(Cl)cc1Cl
  A: -5; B: i; C: -9; D: -3; E: -1.6; F: -11; G: -1; H: 1; I: 8
CC(=O)Nc1ccc(OCC(=O)NCc2ccc3c(c2)OCO3)cc1
  A: 2; B: i; C: -29; D: 0; E: -0.2; F: -1; G: -1; H: 1; I: -2
CC(=O)c1c(C)[nH]c(C(=O)OCC(=O)N2c3ccccc3NC(=O)C2(C)C)c1C
  A: -5; B: i; C: 10; D: -1; E: -0.3; F: -9; G: 1; H: -4; I: -11
Cc1ccccc1OCCC(=O)OCC(=O)NC(C)c1ccccc1 (centres undefined)
  A: 0; B: i; C: 0; D: 1; E: 0.5; F: -1; G: 1; H: 0; I: -7
CCC(C)NC(=O)CN(c1cc(Cl)cc(Cl)c1)S(C)(=O)=O (centres undefined)
  A: -3; B: i; C: -17; D: 1; E: 1.2; F: -3; G: 2; H: 1; I: -2
Cc1cc(C)c(C(=O)COC(=O)CNC(=O)c2ccccc2C)c(C)c1
  A: 3; B: i; C: 5; D: 0; E: 0.9; F: -5; G: 3; H: 1; I: 5
Cc1ccc(C(=O)Nc2ccccc2N2CCN(C(=O)C(C)C)CC2)cc1C
  A: 2; B: i; C: -4; D: 5; E: 0.4; F: -7; G: -4; H: 2; I: 7
O=C(N/N=C/c1ccc2nccnc2c1)c1ccc(Br)cc1
  A: -3; B: i; C: 12; D: -6; E: 0.0; F: -2; G: 2; H: 1; I: -3
C=CCn1c(C)nnc1SCC(=O)N1c2ccccc2NC(=O)C1(C)C
  A: 8; B: i; C: 5; D: 0; E: 0.1; F: -2; G: -1; H: 0; I: -4
Cc1cccc(N=C2NC(=O)CS2)c1C
  A: -2; B: i; C: -5; D: -3; E: 0.3; F: -7; G: 4; H: 5; I: -6
C=CCc1cccc(CNn2cnnc2)c1O
  A: 1; B: i; C: 5; D: -5; E: -0.1; F: -3; G: 1; H: 2; I: -5
COC(=O)N(C)C[C@@H]1OCc2cn(nn2)CCCC(=O)N([C@H](C)CO)C[C@H]1C
  A: 3; B: i; C: -4; D: 1; E: 1.0; F: -9; G: 0; H: 6; I: -4
COc1ccc(-c2cc(C(F)(F)F)nc(-n3cc(Cl)cn3)n2)cc1
  A: 2; B: i; C: 5; D: -3; E: 0.4; F: -8; G: 1; H: -2; I: 13
CCC(C)Sc1nc2c(c(=O)n1C)SC(C)C2 (centres undefined)
  A: -2; B: i; C: 16; D: -6; E: 2.3; F: -2; G: -3; H: -4; I: -1
Cn1cc(CNC(=O)c2cc(COc3ccc4c(c3)CCCC4)on2)cn1
  A: 7; B: i; C: -5; D: 6; E: -0.3; F: -5; G: 2; H: 2; I: -35
Cn1cc(CNC(=O)C2CCCCC2)cn1
  A: -6; B: i; C: -16; D: 1; E: 0.2; F: -4; G: 4; H: -1; I: -6
CCn1c(CCNC(=O)c2ccc(Cl)c(Cl)c2)nnc1SCCOc1ccc(OC)cc1
  A: 0; B: i; C: 7; D: 11; E: 0.7; F: -3; G: 6; H: -2; I: 20
CCN(CC)c1ncnc2c1ncn2[C@H]1CN(Cc2ccc(OC)cc2)C[C@@H](CO)O1
  A: 0; B: i; C: -11; D: -9; E: 0.7; F: -4; G: -1; H: 3; I: -6
COc1ccc(C(=O)NCCn2ccc3ccccc32)cc1
  A: -4; B: i; C: 27; D: 0; E: 0.6; F: -4; G: 6; H: -2; I: -14
Cc1ccc(NC(=O)COC(=O)c2nn(C)c(=O)c3ccccc23)cc1F
  A: 5; B: i; C: 10; D: -3; E: -0.2; F: 1; G: 3; H: -1; I: 6
CCOc1ccc2nc(Cl)c(CN(C(C)=O)C3CCCCC3)cc2c1
  A: 1; B: i; C: 4; D: -7; E: 0.5; F: -1; G: -4; H: -5; I: 14
O=C(NCCCN1CCOCC1)c1csc2c1CCCC2
  A: 0; B: i; C: -14; D: -5; E: -1.4; F: -1; G: 2; H: 0; I: -8
O=C(NNC(=O)C1CC1c1ccccc1)c1ccccc1F (centres undefined)
  A: -3; B: i; C: -7; D: 2; E: 1.7; F: -3; G: -1; H: 1; I: 1
COc1ccccc1C1C2=C(N=C3SCC(=O)N31)c1ccccc1CC2 (centres undefined)
  A: 0; B: i; C: -23; D: -4; E: 0.7; F: -4; G: -6; H: -2; I: 19
